PRMT1 inh = PRMT1 methyltransferase inhibitors, primary screen, biochemical, fluorescence polarization; Protein arginine N-methyltransferase 1 (Homo sapiens), Q99873; recombinant PRMT1, activity-based probe fluorescence polarization; inhibition, % at 2.79 µM; 370,000 compounds, 1.3% hits;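 active means inhibition above about 21% made by adding two undisclosed values, limit read from the data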
TCR-CD3 inh = inhibitors of human TCR-CD3 interaction, primary screen, biochemical, fluorescence, TAMRA-labeled TCR probe | T-cell receptor (TCR) | inhibition, % at 9.4 µM | 360,000 compounds, 0.37% hits; in the data active means inhibition above about 19%;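 further: recombinant mutant TCR 2C K166C tagged with TAMRA read by polarization; 0% = receptor in buffer alone and 100% = receptor with positive control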
NR1D1 modulator = modulators of Rev-erb alpha DNA binding, primary screen, biochemical, FITC-DNA, fluorescence polarization, uHTS | Nuclear receptor subfamily 1 group D member 1 (Homo sapiens), P20393 | Rev-erbα–FITC-DNA binding, 90 min | activity, % at 10 µM | 370,000 compounds, 0.79% hits | AID 1259318, 2017;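 active means activity above about 14%, limit read from the data; passing the limit was not always enough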;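 further: 0% = DMSO wells with 35 nM protein and 100% = DMSO wells with 750 nM protein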
PG9 binder = binders of HIV-1 gp120 antibody PG9, primary screen, biochemical, TR-FRET; TR-FRET gp120-PG9 antibody binding; inhibition, % at 6.7 µM; 360,000 compounds, 0.43% hits; AID 624416, 2012; in the data active means inhibition above about 8.5%
TDP2 absorb = human TDP2 enzyme inhibitors, primary screen, biochemical, epi absorbance, recombinant enzyme; Tyrosyl-DNA phosphodiesterase 2 (Homo sapiens), O95551; T5PNP hydrolysis, p-nitrophenol absorbance 415 nm; inhibition, % at 12.8 µM; 370,000 compounds, 0.34% hits; AID 720702, 2013;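 active means inhibition above the mean of all tested compounds plus 3 SD, set per campaign, cut at about 25% in these data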;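 further: 0% = DMSO with enzyme and 100% = buffer with substrate but no TDP2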
Target sequence (O95551 whole entry, looked up): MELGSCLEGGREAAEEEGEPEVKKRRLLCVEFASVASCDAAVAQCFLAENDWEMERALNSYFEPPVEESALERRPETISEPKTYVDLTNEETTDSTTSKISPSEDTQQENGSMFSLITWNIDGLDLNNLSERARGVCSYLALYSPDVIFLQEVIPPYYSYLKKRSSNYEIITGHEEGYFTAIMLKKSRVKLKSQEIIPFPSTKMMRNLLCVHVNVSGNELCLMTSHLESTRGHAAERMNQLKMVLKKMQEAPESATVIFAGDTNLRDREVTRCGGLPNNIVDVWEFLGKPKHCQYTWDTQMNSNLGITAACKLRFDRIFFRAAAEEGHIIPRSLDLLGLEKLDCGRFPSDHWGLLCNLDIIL
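Evaluation: % inhibition relative to enzyme-containing and enzyme-free wells. Material: recombinant human TDP2. Benchmarks: enzyme-free and DMSO wells. Timing: enzyme reaction with compound for 2 h at 37 °C. Compound dosing: 12.8 µM only. Measured by: p-Nitrophenol epi absorbance. Reagent: T5PNP substrate at 5 mM, a TopII-DNA adduct mimic. Replication: single well per compound.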
SIAE inh = human SIAE inhibitors, primary screen, biochemical, fluorescence polarization, FP-Rh probe, 1536-well HTS; SIAE FP-Rh probe binding; inhibition, % at 9.66 µM; 370,000 compounds, 0.69% hits; AID 1053197, 2014;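 active means inhibition above a cutoff: mean of compounds within the control limits plus 3 SD of those, cut at about 17% in these data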;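 further: 0% = plate median of compound wells and 100% = probe without SIAE protein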
Target sequence (Q9HAT2 whole entry, looked up): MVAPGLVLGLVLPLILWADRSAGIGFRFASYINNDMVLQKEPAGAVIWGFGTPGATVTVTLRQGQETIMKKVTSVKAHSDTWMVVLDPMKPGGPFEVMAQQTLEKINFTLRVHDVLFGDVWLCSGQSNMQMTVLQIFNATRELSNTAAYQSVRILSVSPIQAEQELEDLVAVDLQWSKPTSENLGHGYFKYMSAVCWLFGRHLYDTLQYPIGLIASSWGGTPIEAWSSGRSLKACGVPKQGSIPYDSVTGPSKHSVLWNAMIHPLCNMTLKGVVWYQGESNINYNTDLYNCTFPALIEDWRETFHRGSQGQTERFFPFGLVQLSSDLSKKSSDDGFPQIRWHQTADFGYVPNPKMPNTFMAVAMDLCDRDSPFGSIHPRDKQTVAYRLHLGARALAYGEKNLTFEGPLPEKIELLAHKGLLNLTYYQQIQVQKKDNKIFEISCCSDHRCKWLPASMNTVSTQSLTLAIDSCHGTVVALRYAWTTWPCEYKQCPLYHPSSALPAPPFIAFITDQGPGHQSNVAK
HTRA1 inh = HTRA1 serine protease inhibitors, primary screen, biochemical, fluorescence polarization, HTS; recombinant HTRA1, FP-rhodamine activity-based probe; inhibition, % at 5.96 µM; AID 504803, 2011; 340,000 compounds, 0.5% hits; in the data active means inhibition above about 36%;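 further: 0% = enzyme with DMSO and 100% = wells lacking enzyme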
rCAG RNA binder = binders of r(CAG) RNA repeats, primary screen, biochemical, fluorescence; r(CAG) RNA repeat, TO-PRO-1 dye displacement fluorescence; inhibition, % at 3 µM; 370,000 compounds, 1.3% hits;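 active means inhibition above the plate cutoff, the mean of all test compounds on that plate plus 3 SD, cut at about 35% in these data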;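 further: 0% = DMSO alone and 100% = 100 µM mitoxantrone as full dye displacement; higher means more dye released from RNA so lower well fluorescence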
mABHD4 FP = ABHD4 inhibitors, primary screen, biochemical, fluorescence polarization, mouse; (Lyso)-N-acylphosphatidylethanolamine lipase (Mus musculus), Q8VD66; purified mABHD4, FP-Rh probe fluorescence polarization; inhibition, % at 8.92 µM; 370,000 compounds, 0.54% hits; AID 720543, 2013;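 active means inhibition exceeding the mean over every tested compound plus 3 SD, cut at about 30% in these data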;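 further: 0% = plate median of compound wells and 100% = S159A mutant with DMSO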
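Doses – 8.92 µM, single dose · Material – wild-type mouse ABHD4 protein · Replication – single well per compound (singlicate) · Measure – percent inhibition of probe binding, normalized to plate controls · Schedule – 45 min compound pre-incubation plus 60 min probe step, 25 °C · Detection – fluorescence polarization with parallel and perpendicular emission, 525/598 nm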
LEDGF integ inh = blockers of LEDGF/p75-dependent integrase strand transfer – biochemical, TR-FRET, high throughput, primary screen; HIV-1 integrase (with human LEDGF/p75); AID 743269, 2014; 370,000 compounds, 0.64% hits; TR-FRET IN-LEDGF/p75 DNA integration, Eu/Cy5; inhibition, % at 3.7 µM;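 active means inhibition above the screen-wide mean plus 3 SD, cut at about 13% in these data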;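 further: signal is the Cy5 over europium emission ratio at 671 and 618 nm; 0% = plate median of compound wells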
The depositor's hits bear a star; nt = not tested or not shown. An excerpt; rates above refer to the full screens.

SMILES	PRMT1 inh	TCR-CD3 inh	NR1D1 modulator	PG9 binder	TDP2 absorb	SIAE inh	HTRA1 inh	rCAG RNA binder	mABHD4 FP	LEDGF integ inh
COc1ccc(C(=O)/C=C/NCc2ccc(C)cc2)cc1	-3	6	2	0.5	6	-3	-18	-4	-2	-1
CCn1c(SCC(=O)Nc2ccccc2-c2ccccc2)nnc1-c1ccoc1C	0	6	-4	0.1	5	2	-9	-6	1	0
Cn1c(=O)c2c(nc(SCC(=O)Nc3ccccc3N3CCCCC3)n2C)n(C)c1=O	1	0	-4	-2.3	3	1	-7	-2	7	-2
Cc1ccc(/C=N/NC(=S)NC2CCCCC2)o1	7	-5	-6	-0.8	-13	8	5	4	17	-5
COc1ccc(N2CCN(Cc3nc4ccsc4c(=O)[nH]3)CC2)cc1	0	7	-5	-2.2	-2	15	3	-5	1	-1
COCCn1c(N)c(N(Cc2ccccc2)C(=O)CSCC(=O)Nc2ccc(OC)cc2)c(=O)[nH]c1=O	3	8	-8	-0.2	10	1	3	2	-7	3
CCC(C)n1c(SCC(=O)/C(C#N)=C(\C)N)nc2ccccc2c1=O (configuration not stated)	1	5	0	-2.1	-3	-1	-9	-1	-6	4
C[C@@H]1CN([C@H](C)CO)C(=O)CCCn2cc(nn2)CO[C@H]1CN(C)C(=O)Nc1ccc2c(c1)OCO2	8	-8	2	-2.6	-4	2	0	1	3	-2
Cc1ccc(S(=O)(=O)N2C(=O)C(c3ccccc3)SC2=Nc2ccccc2)cc1 (configuration not stated)	-1	5	nt	-0.2	-14	2	2	11	7	1
NC(=S)NNc1cccc(Cl)c1	11	3	-1	-1.8	-12	1	1	0	9	-3
CC(C)(C)OC(=O)NCC(=O)Oc1cc2oc(=O)cc(-c3ccccc3)c2cc1Cl	-1	-3	-1	3.7	-3	-1	4	9	24	2
CC1(CCC(=O)N2CCCC(Nc3ccc(F)cc3)C2)CC1 (configuration not stated)	0	2	9	0.4	7	6	-1	-8	2	3
C/C(CC(=O)Nc1ccc(N(C)C)cc1)=N\NC(=O)c1ccc(Cl)cc1Cl	5	-3	-9	-3.3	-16	2	1	2	8	-4
N#Cc1c(N)sc2c1CCN(C(=O)OCc1ccccc1)C2	14	-13	6	0.4	-2	4	-6	14	6	0
NC(=O)C1CCCN(Cc2ccc(Cl)cc2)C1 (configuration not stated)	0	-1	-1	-0.5	-7	-3	2	0	-1	1
COc1cccc(C(C(=O)NCC2CCCO2)N(C(=O)Cn2nnc3ccccc32)c2ccc(NC(C)=O)cc2)c1OC (configuration not stated)	-2	-1	3	1.2	11	2	0	-4	3	-2
CSCCC(C(=O)NC1CCCC1)n1c(-c2ccncc2)nc2ccccc21 (configuration not stated)	7	6	5	-0.9	-2	1	nt	3	3	0
CCOCCn1cnc2sc(C(=O)NCCCN3CCOCC3)c(C)c2c1=O	-1	8	-2	-2.8	3	-2	0	-5	1	-3
Cc1cccc(CS(=O)(=O)Cc2ccc(C(=O)NC3CCCC3)o2)c1	3	-2	-3	-1.1	-20	3	-1	-1	-10	-1
COc1ccccc1CCNC(=O)c1ccc2nc[nH]c2c1	2	8	-1	-0.6	7	4	4	8	1	1
Clc1ccc(-c2nnc(-c3ccc(Br)o3)o2)c(Cl)c1	2	1	1	0.5	3	2	-4	3	5	-3
CCOC(=O)[C@]12CCC=C1N(Cc1ccccc1)C(=O)[C@H](CC(=O)NCCCCc1ccccc1)C2	1	4	-5	0.7	-6	-6	nt	2	-5	0
O=C(CSc1nnnn1C1CCCC1)N1CCCCC1	2	-9	-4	-0.2	1	2	1	-4	4	-5
COCCN(C(=O)c1ccc(N2CCCC2=O)cc1)c1c(N)n(CC(C)C)c(=O)[nH]c1=O	-5	2	-2	0.0	6	-9	-1	2	-1	1
N/C(=N\N=C\c1ccco1)SC1CC(=O)N(c2ccc(C(=O)O)cc2)C1=O (configuration not stated)	2	0	1	-0.1	8	1	11	2	2	0

Copied from the list.
Under LEDGF integ inh, O=C(CSc1nnnn1C1CCCC1)N1CCCCC1 reads -5
Under TDP2 absorb, COc1cccc(C(C(=O)NCC2CCCO2)N(C(=O)Cn2nnc3ccccc32)c2ccc(NC(C)=O)cc2)c1OC (configuration not stated) reads 11
Under PRMT1 inh, CCOCCn1cnc2sc(C(=O)NCCCN3CCOCC3)c(C)c2c1=O reads -1
Under PRMT1 inh, Cc1ccc(/C=N/NC(=S)NC2CCCCC2)o1 reads 7
Under SIAE inh, Clc1ccc(-c2nnc(-c3ccc(Br)o3)o2)c(Cl)c1 reads 2
Under SIAE inh, CCOC(=O)[C@]12CCC=C1N(Cc1ccccc1)C(=O)[C@H](CC(=O)NCCCCc1ccccc1)C2 reads -6
Under LEDGF integ inh, COCCN(C(=O)c1ccc(N2CCCC2=O)cc1)c1c(N)n(CC(C)C)c(=O)[nH]c1=O reads 1

One compound at a time, as listed above. Order of screens: PRMT1 inh	TCR-CD3 inh	NR1D1 modulator	PG9 binder	TDP2 absorb	SIAE inh	HTRA1 inh	rCAG RNA binder	mABHD4 FP	LEDGF integ inh
N#Cc1c(N)sc2c1CCN(C(=O)OCc1ccccc1)C2 is entered as 14	-13	6	0.4	-2	4	-6	14	6	0
CSCCC(C(=O)NC1CCCC1)n1c(-c2ccncc2)nc2ccccc21 (configuration not stated) is entered as 7	6	5	-0.9	-2	1	nt	3	3	0
COCCn1c(N)c(N(Cc2ccccc2)C(=O)CSCC(=O)Nc2ccc(OC)cc2)c(=O)[nH]c1=O is entered as 3	8	-8	-0.2	10	1	3	2	-7	3

Additional compounds follow.
SMILES	PRMT1 inh	TCR-CD3 inh	NR1D1 modulator	PG9 binder	TDP2 absorb	SIAE inh	HTRA1 inh	rCAG RNA binder	mABHD4 FP	LEDGF integ inh
Cn1c(-c2cccc(OCc3ccccc3)c2)nc2c1c(=O)[nH]c(=O)n2Cc1ccccc1	-1	2	12	0.2	5	3	-7	4	8	0
CCOC(=O)N1CCN(C(=O)CSc2nnc(-c3c[nH]c4ccccc34)n2CCOC)CC1	-2	-3	1	-1.2	-1	13	3	-1	-5	1
O=C(NC1CCCC1)c1ccc2c(c1)N(Cc1ccccc1)CCS2	3	4	-3	-0.7	0	2	1	0	-6	6
CC(=O)c1cccc(OCc2cc(C(=O)N(C)CCc3cnn(C)c3)no2)c1	2	3	-3	-0.4	5	-8	6	-3	-2	0
CCOC(=O)c1ccc(NC(=O)CSc2nc(C)nc3c2c(=O)n(C)c(=O)n3C)cc1	-3	12	5	1.1	1	-4	1	3	6	2
COc1ccc(NS(=O)(=O)c2ccc(OC)c(NC(=O)CCC3CCCCC3)c2)cc1	-2	-4	3	-1.2	0	-2	-10	7	-3	1
CC(=O)Nc1ccc(C2=NOC(C)(C)C(=O)N2Cc2cccc(C#N)c2)cc1	-3	1	-4	-1.2	-7	0	nt	1	1	2
COC(=O)c1ccc(NC(=S)NCCCN2CCCC2=O)cc1	2	-2	-2	0.5	3	5	4	-2	-6	-1
Cc1ccccc1OCC(=O)N1N=C(c2cccnc2)CC1(O)C(F)(F)F (configuration not stated)	-3	-1	9	-0.4	8	1	-8	-3	2	-3
O=C1NCCCC1C(=O)N/N=C/c1ccc(Cl)cc1 (configuration not stated)	0	6	9	-2.1	5	8	2	3	2	2
CN1CCN(C(=O)c2ccccc2-c2nc(-c3ccccc3)no2)CC1	-3	3	-1	-0.8	9	0	-7	-8	2	0
CCC(C)(C)NC(=O)C(c1ccccc1F)N(Cc1ccco1)C(=O)Cn1nnc2ccccc21 (configuration not stated)	3	5	5	-0.6	-8	4	-5	3	-6	-1
Cc1ccc(C(C2=C(O)CC(C)(C)CC2=O)C2C(=O)CC(C)(C)CC2=O)o1 (configuration not stated)	7	0	-2	0.3	-2	3	2	-4	-5	5
O=C1c2ccccc2S(=O)(=O)N1Cc1ccccc1[N+](=O)[O-]	-2	5	-5	0.0	0	2	6	-5	-5	0
COc1ccc(C(C)(C)C)cc1NC(=O)CCCN1C(=O)CN(C)C1=O	-4	0	-5	-0.6	-5	-3	5	-3	0	1
Cc1ccc(-n2c(SCC(=O)NCc3ccco3)nc3c(sc4ccccc43)c2=O)cc1	-1	10	2	3.5	2	-9	-18	10	-17	0
COc1ccc(S(=O)(=O)N2CCN(Cc3ccc(OC)c(OC)c3)CC2)cc1	3	2	4	-0.1	-1	-6	5	-10	-2	-4
CCc1ccc(C(=O)C(C)OC(=O)CNS(=O)(=O)c2ccc(C)cc2)cc1 (configuration not stated)	-1	5	-3	-0.8	-5	-6	-1	-10	2	3
Cc1ncn(-c2ccc(C(=O)Oc3ccccc3)cn2)n1	2	3	7	-1.6	8	1	0	-2	0	-3
O=C(C1CCCN1S(=O)(=O)c1ccc([N+](=O)[O-])cc1)N1CCc2ccccc2C1 (configuration not stated)	-2	nt	-4	nt	-5	3	nt	3	3	2
COc1ccc(CCC(=O)Nc2nc3c(s2)CN(C)CC3)cc1OC	-1	0	-2	1.6	15	2	0	-4	89*	1
O=[N+]([O-])c1ccc(N2CCN(c3ccccc3F)CC2)nc1	6	-5	-4	0.0	-4	-2	9	-1	-6	2
CN1CCN(CCCNC(=O)Cn2ncc3c4ccccc4n(C)c3c2=O)CC1	-2	7	8	3.1	7	3	5	1	0	-2
O=C(O)CCc1ccc(-c2cccs2)n1NC(=O)c1cccs1	1	8	-5	-4.0	7	4	8	2	1	1
O=C(Nc1ccc(F)c(F)c1)c1ccccc1-c1ccccc1	1	-2	-2	-0.1	0	7	-18	-6	2	-3
COc1cc2c(cc1OC)CN(C(=O)c1cc(S(=O)(=O)N3CCOCC3)ccc1C)CC2	6	-4	-3	-1.7	2	7	3	-2	4	-6
c1ccc(C2(CN3CCNC[C@@H]3CC3CCCCC3)CC2)cc1	-2	3	-3	1.3	-4	5	-5	8	6	-2
CCc1ccccc1Nc1nc(N)nc(COC(=O)CCNS(=O)(=O)c2ccccc2)n1	-1	-4	-3	-0.6	3	3	-5	-7	-7	0
CCOC(=O)c1ccc(-c2ccc3ncnc(NCc4csc(C)n4)c3c2)o1	5	-2	-5	2.4	8	-9	nt	4	0	-3

Screens as filed in PubChem BioAssay.
